APJ antagonist = APJ receptor antagonism. CHO-K1 APJ beta-arrestin complementation, luminescence. inhibition, % at 20 µM. AID 2521. 0.32% of 330,000 active. P35414;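 active means inhibition above about 40% at 20 µM, limit read from the data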;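 further: cells challenged with 10 nM apelin-13 agonist together with compound; plate controls were apelin-13 plus DMSO wells for no effect and DMSO wells lacking apelin-13 for full effect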
Target sequence (P35414 whole entry, looked up): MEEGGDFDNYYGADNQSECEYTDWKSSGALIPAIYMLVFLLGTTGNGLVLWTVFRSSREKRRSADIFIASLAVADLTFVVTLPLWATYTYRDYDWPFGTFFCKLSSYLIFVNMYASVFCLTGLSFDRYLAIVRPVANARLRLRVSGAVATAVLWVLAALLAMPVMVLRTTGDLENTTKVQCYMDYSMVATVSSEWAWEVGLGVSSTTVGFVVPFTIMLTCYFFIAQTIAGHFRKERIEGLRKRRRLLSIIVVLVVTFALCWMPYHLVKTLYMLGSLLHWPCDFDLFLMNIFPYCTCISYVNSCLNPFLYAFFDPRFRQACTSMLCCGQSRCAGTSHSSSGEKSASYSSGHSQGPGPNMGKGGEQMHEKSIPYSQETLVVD
CCR6 antag = antagonists of human CCR6 receptor; CHO-K1 CCR6 PathHunter beta-arrestin, luminescence, CCL20-stimulated; P51684; inhibition, % at 20 µM; 0.49% of 340,000 active;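 active means compounds whose inhibition of the agonist-driven luminescence signal at 20 µM reaches about 50%, limit read from the data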;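 further: cells stimulated with CCL20 at 14 nM final; plate controls were DMSO with CCL20 for no effect and DMSO without agonist for full effect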
APJ agonist = activates the human apelin receptor APJ; CHO-K1 APJ PathHunter beta-arrestin, luminescence; 0% DMSO wells, 100% apelin; activation, % at 20 µM; 0.11% of 330,000 active; AID 2520;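 active means activation more than six SD over the plate average, tested at 20 µM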;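 further: 0% = DMSO alone and 100% = apelin-13 at 10 nM; some results filed as inactive read as strong as hits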
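Assay system: CHO-K1 cells stably expressing ProLink-tagged human APJ and arrestin–beta-gal acceptor. Compound dosing: 20 µM single point, 1% DMSO. Times: 16-18 h seeding, 90 min dark compound exposure, 60 min detection. Detection: beta-gal luminescence. Evaluation: APJ–arrestin association signal. Controls: negative DMSO alone, positive Apelin-13 at 10 nM.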
Gli-Sufu block = Gli-Sufu pathway antagonism. inhibition, % at 5 µM. Sufu-KO-LIGHT fibroblasts, Gli luciferase reporter luminescence. 0.74% of 340,000 active. AID 588413;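 active means inhibition above about 55%, limit read from the data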;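 further: 0% = DMSO-treated cells and 100% = wells with medium but no cells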
ATG4B inh = blocks human ATG4B protease cleavage of LC3 substrate; 0.51% of 340,000 active; inhibition, % at 8.33 µM; ATG4B cleavage of LC3-PLA2, NBD-HPC fluorescence, 1 h; AID 504462; in the data active means inhibition above about 40%
UBC13 polyUb = human UBC13 polyubiquitination inhibition. P61088. UBC13 polyubiquitin chain formation, TR-FRET. inhibition, % at 20 µM. 0.47% of 330,000 active. AID 485273; in the data active means inhibition above about 45%, passing the limit was not always enough
EBI2 block = blocks human EBI2 receptor beta-arrestin signaling | 0.81% of 360,000 active | P32249 | inhibition, % at 5 µM | EBI2 beta-arrestin recruitment, luminescence, 7a,25-OHC stimulated; in the data active means inhibition above about 38%;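 further: enzyme fragment complementation signal reports receptor beta-arrestin coupling in cells; 0% = agonist plus DMSO wells and 100% = wells without agonist; some results beyond the cut were filed as inactive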
Target sequence (P32249 whole entry, looked up, the tested form may be a part): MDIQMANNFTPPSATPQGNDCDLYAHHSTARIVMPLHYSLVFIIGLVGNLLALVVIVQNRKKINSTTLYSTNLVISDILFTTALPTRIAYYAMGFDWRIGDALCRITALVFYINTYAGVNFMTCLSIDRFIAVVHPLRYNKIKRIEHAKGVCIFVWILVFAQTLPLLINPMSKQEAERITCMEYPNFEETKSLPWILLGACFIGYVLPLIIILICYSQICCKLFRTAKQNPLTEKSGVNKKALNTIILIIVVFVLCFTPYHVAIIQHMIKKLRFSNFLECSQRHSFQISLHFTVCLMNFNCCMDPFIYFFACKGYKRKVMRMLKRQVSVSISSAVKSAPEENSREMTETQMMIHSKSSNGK
CXCR6 block = blocks human CXCR6 beta-arrestin recruitment. CHO-K1 PathHunter CXCR6 beta-arrestin, luminescence. 0.36% of 360,000 active. O00574. inhibition, % at 20 µM; in the data active means inhibition above about 34%, passing the limit was not always enough;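 further: antagonist mode with CXCL16 agonist at 10 nM final; 0% = 10 nM CXCL16 with DMSO and 100% = unstimulated wells without agonist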
Target sequence (O00574 whole entry, looked up): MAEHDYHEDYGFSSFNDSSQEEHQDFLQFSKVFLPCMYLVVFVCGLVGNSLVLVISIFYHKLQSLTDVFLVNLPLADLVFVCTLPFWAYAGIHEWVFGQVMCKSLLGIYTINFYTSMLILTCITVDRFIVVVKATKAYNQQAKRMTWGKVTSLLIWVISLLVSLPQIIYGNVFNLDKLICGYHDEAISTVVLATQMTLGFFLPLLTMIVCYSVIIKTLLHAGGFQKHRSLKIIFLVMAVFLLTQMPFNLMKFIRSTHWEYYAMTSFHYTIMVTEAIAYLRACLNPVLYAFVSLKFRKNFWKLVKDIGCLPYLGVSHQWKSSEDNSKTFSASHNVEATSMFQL
An asterisk follows results filed as active; . = not tested or not shown.

SMILES	APJ antagonist	CCR6 antag	APJ agonist	Gli-Sufu block	ATG4B inh	UBC13 polyUb	EBI2 block	CXCR6 block
COCc1ccc(C(=O)N2CCCC(C(=O)c3ccc(Cl)cc3C)C2)o1 (centres undefined)	2	8	-5	10	8	-9	-5	3
Cc1cccc(CCNS(=O)(=O)c2ccc3c(c2)oc(=O)n3C)c1	-10	2	-1	7	4	-12	-3	-7
Cc1ccc(-c2nnc(SCC(N)=O)nc2-c2ccc(C)cc2)cc1	18	11	-2	-19	2	0	1	4
O=C(O)c1cccc(-c2ccc(/C=N/Nc3ccc([N+](=O)[O-])cc3)o2)c1	18	50	0	5	0	-142	0	21
Cc1cc(NC(=O)CCCOc2ccc(Cl)cc2Cl)no1	12	6	5	3	9	6	0	2
O=C(Nc1ccc(S(=O)(=O)N2CCOCC2)cc1)c1ccccc1Br	5	-5	-2	1	2	-2	-10	-15
COc1ccccc1Nc1nnc(C)c(=O)[nH]1	10	-3	-1	3	-2	-9	-22	7
O=c1c2[nH]c3ccccc3c2ncn1Cc1ccco1	12	-12	-3	4	-12	12	-17	-5
Cc1c(C(=O)OCC(=O)N(C)c2ccccc2)cccc1[N+](=O)[O-]	5	7	-3	-3	-3	6	10	-3
Cn1cc(P(=O)(N2CCOCC2)N2CCOCC2)cc1P(=S)(N1CCOCC1)N1CCOCC1	-6	-12	1	-4	-4	-6	-9	-6
CN(C)C(CNC(=O)CCc1nc2ccccc2s1)c1ccccc1 (centres undefined)	-19	10	-4	-11	-8	6	17	7
Cc1ccc(C(=O)NC(=C(Cl)Cl)S(=O)(=O)c2ccccc2)cc1	8	13	-2	-5	-10	-6	-38	-2
CCC(=O)Nc1nnc(S(=O)(=O)N(C)c2ccccc2)s1	9	18	-2	-5	9	-1	15	0
Brc1ccc(OCCCOc2cccc3cccnc23)cc1	18	8	0	5	-4	6	2	10
COc1cccc(-n2c(SCC(=O)N3CCOCC3)nc3c([nH]c4ccccc43)c2=O)c1	-15	9	-2	7	-4	-19	8	2
COc1ccc(N(C(=O)C(C)C)S(=O)(=O)c2ccc(Cl)cc2)cc1	11	-10	0	6	16	-11	-3	12
O=C(c1cnn2c(C(F)F)cc(-c3ccccc3)nc12)N1CCc2ccccc2C1	-10	29	-3	18	-6	5	15	12
Cc1cc(NC(=O)c2ccc(Cl)cc2)no1	10	7	-5	-61	1	-2	-5	9
O=C1/C(=C\c2cccs2)Sc2ccc3ccccc3c21	17	21	-2	20	-5	-93	12	9
O=C(COC(=O)c1ccncc1)Nc1cc(Cl)ccc1Cl	26	-2	-2	2	4	-3	1	4
Cc1cccc(NS(=O)(=O)c2ccc(C)c(C(=O)NCC(c3cccs3)N(C)C)c2)c1 (centres undefined)	-1	3	3	12	-11	-4	1	1
COc1cccc(CC(=O)NCC2(N3CCCCC3)CCCCC2)c1	3	1	-4	10	-6	14	1	-13
Cc1cccc(NC(=O)Cn2c(=O)oc3ccccc32)c1C	-15	7	-2	6	6	-2	-1	-4
COc1cccc(-n2nnc3c(=O)n(Cc4ccc(Br)cc4)cnc32)c1	28	8	-5	-8	-1	-6	6	12
CC(NC(=O)C1CCN(C(=O)[C@@H]2Cc3ccccc3CN2)CC1)c1ccccc1 (some centres undefined)	14	8	-1	-24	0	-1	-2	-4
Cc1ccc(S(=O)(=O)NNC(=O)c2cc3cc4ccccc4nc3s2)cc1	2	8	3	-4	-24	-12	4	-18
CCOC(=O)N1CCN(S(=O)(=O)c2cc3c(cc2C)NC(=O)CO3)CC1	5	-3	5	1	-6	4	-1	-3
COc1ccc(-c2cc(C(=O)N/N=C/c3cccnc3)c3cc(C)cc(C)c3n2)cc1	7	19	0	5	10	14	2	-7
Brc1ccc(-c2csc(N3CCc4ccccc4C3)n2)cc1	16	10	-3	3	5	6	-1	-3
CC(=O)Nc1cccc(NCC(=O)Nc2cc(S(=O)(=O)N3CCCCC3)ccc2Cl)c1	-2	20	-3	10	-18	31	4	9
COc1ccc(-c2n[nH]c(C)c2-c2ccc(OC)c(OC)c2)c(O)c1	17	0	-2	2	-5	7	1	4
COc1ccc2c(c1)CCc1c(C(=O)N3CCCC3)noc1-2	-19	0	-3	-42	-6	6	-10	-2
Clc1ccccc1CN(Cc1ccco1)Cc1nnnn1C1CCCC1	14	22	-5	5	8	1	15	-2
CCOC(=O)c1cc2sccc2n1CC(=O)N1c2ccccc2CC1C (centres undefined)	13	8	0	9	2	-12	1	2
COc1ccc(CCNC(=O)COc2ncnc3ccccc23)cc1OC	10	8	-4	0	-3	17	5	-11
Cc1ccc(CNC(=O)CSc2nc3ccsc3c(=O)n2Cc2ccccn2)cc1	-1	10	1	1	-13	14	-1	4
COc1ccc(C(=O)NC(=S)Nc2cc(C)ccn2)cc1[N+](=O)[O-]	12	19	-2	-24	-11	-16	4	10
CC(C)(C)NC(=O)[C@]1(C)CCC[C@@]2(C)C3CC[C@@]4(C)C[C@]3(CCC21)CC4=O (some centres undefined)	17	13	-3	9	-3	0	9	-8
COc1cccc(CNS(=O)(=O)c2c(C)[nH]c(C)c2C(=O)N2CCCC2)c1	7	10	4	-17	-7	-7	4	10
COc1ccc(-n2c(=S)[nH]c3cc(C(=O)Nc4cccc(C)c4)ccc3c2=O)cc1	-7	4	0	0	6	-16	-7	3
Cc1ccc(S(=O)(=O)N2CCCCC2)cc1NC(=O)CSc1ncnc2ccccc12	-3	27	-1	-6	-1	26	-41	3
COc1cc2c(cc1NC(=O)C(c1ccccc1)c1ccccc1)CCCC2	8	13	-4	-1	14	-2	15	3
CCC(CC)Nc1ccc(C(CC(N)=O)NC(=O)Cc2ccc(Br)cc2)cc1[N+](=O)[O-] (centres undefined)	9	30	-6	11	-16	-36	10	14
Cc1cc(C)c(C)c(SCC(=O)Nc2oc(C)c3c(C)n[nH]c(=O)c23)c1C	13	10	-6	-8	-4	3	3	4
Cc1cccc(C(=O)c2cnc3ccccc3c2-c2ccccc2)c1	-2	29	-6	14	57*	8	19	4
COC(=O)c1ccccc1NC(=O)C1CCN(S(=O)(=O)c2cc(OC)ccc2OC)CC1	11	13	0	3	-5	5	0	-10
COc1ccccc1N1CCN(C(=O)c2cc(-c3ccc(F)cc3)[nH]c2C)CC1	-5	7	1	11	-16	2	95*	8
Cc1nc(SCCc2ccccc2)[nH]c(=O)c1C	1	-3	-2	-4	-5	1	6	2
COC(=O)[C@@]1(Cc2ccc(OC)cc2)[C@H]2c3cc(C(=O)N4CCCC4)n(CCO)c3C[C@H]2CN1C(=O)c1ccccc1	7	-11	6	0	-14	6	.	.
COc1ccc(CC2(CO)CCN(Cc3ccc4nsnc4c3)CC2)cc1	3	17	-4	6	4	4	5	4
O=C1NC2(CCCCCC2)C(=O)N1Cc1cccc([N+](=O)[O-])c1	7	9	-2	12	1	1	-4	-14
Cc1cc(C)n(-c2nc3nonc3nc2Nc2cccc(C)c2C)n1	3	16	-6	10	1	-8	10	4
COc1ccc(NC(=O)CCN2CCN(C/C=C/c3ccccc3)CC2)cc1	-1	-8	-3	25	-6	-1	5	-2
O=c1c2ccccc2c(-c2ccccc2)nn1Cc1ccc(Cl)cc1	14	34	-4	2	4	9	-4	10
Cc1cccc(C)c1NC1=NC(=S)N(c2ccc(N(C)C)cc2)C1(C)C	18	0	5	5	-3	-4	-4	-4
COc1ccc(C(=O)N2CCOCC2)cc1S(=O)(=O)N1CCCc2ccccc21	11	-10	-4	-4	-14	-1	4	-13
COc1ccc(C(=O)Nc2nc(-c3ccc([N+](=O)[O-])cc3)c(-c3ccc(OC)cc3)s2)cc1	-30	61*	-1	2	4	0	19	30
Cc1csc(NC(=O)c2c(-c3c(Cl)cccc3Cl)noc2C)n1	-28	-13	-4	0	-7	0	1	10
CC(C)=CC(=O)Nc1ccc(S(=O)(=O)Nc2onc(C)c2C)cc1	10	0	-3	-8	-11	1	10	-12
O=C(Nc1cccc(Cl)c1)Nc1ccccc1-n1ccnc1	9	5	0	-5	9	2	2	2

Molecules listed so far with a thiophene ring, fused or not:
SMILES	APJ antagonist	CCR6 antag	APJ agonist	Gli-Sufu block	ATG4B inh	UBC13 polyUb	EBI2 block	CXCR6 block
O=C1/C(=C\c2cccs2)Sc2ccc3ccccc3c21	17	21	-2	20	-5	-93	12	9
Cc1cccc(NS(=O)(=O)c2ccc(C)c(C(=O)NCC(c3cccs3)N(C)C)c2)c1 (centres undefined)	-1	3	3	12	-11	-4	1	1
Cc1ccc(S(=O)(=O)NNC(=O)c2cc3cc4ccccc4nc3s2)cc1	2	8	3	-4	-24	-12	4	-18
CCOC(=O)c1cc2sccc2n1CC(=O)N1c2ccccc2CC1C (centres undefined)	13	8	0	9	2	-12	1	2
Cc1ccc(CNC(=O)CSc2nc3ccsc3c(=O)n2Cc2ccccn2)cc1	-1	10	1	1	-13	14	-1	4

Later entries:
SMILES	APJ antagonist	CCR6 antag	APJ agonist	Gli-Sufu block	ATG4B inh	UBC13 polyUb	EBI2 block	CXCR6 block
COc1ccc(N2CCN(CCNC(=O)c3c(C)cc(=O)oc3C)CC2)cc1	3	-12	-4	-2	-1	-8	-1	19
CC1(C)CC[C@]2(CO)CC[C@]3(C)C(=CCC4[C@@]5(C)CC[C@H](O)[C@@](C)(CO)C5CC[C@]43C)[C@@H]2C1 (some centres undefined)	-19	-38	0	4	-4	5	-3	-3
N#Cc1ccc(C(=O)OCCc2cc3ccccc3c(=O)o2)cc1	-2	12	-2	5	-3	12	3	-2
COc1ccc(N(C(=O)CSCC(=O)Nc2cc(C)on2)C(C(=O)NC2CCCCC2)c2ccc(O)c(O)c2)cc1 (centres undefined)	1	2	-2	8	10	-5	4	-4
O=C(CN1CCCC1)N1c2ccccc2Sc2ccccc21	5	2	0	20	0	6	-10	-7
COc1ccc(Sc2ncnc3onc(C)c23)cc1	6	0	-2	-8	5	5	-30	-2
CCc1ccc(N(CC(=O)NC2CCCC2)C(=O)CCC(=O)Nc2cc(C)on2)cc1	5	15	1	15	0	-1	-4	2
CCN(CC)S(=O)(=O)c1ccc(N2CCCC2)c(NC(=O)CN2C(=O)NC3(CCCC3)C2=O)c1	-3	3	9	0	-1	-2	-9	-11
O=[N+]([O-])c1cccnc1N1CCC(c2cc(-c3ccc(Cl)cc3Cl)n[nH]2)CC1	3	13	-6	-10	24	6	35	-2
O=C(O)C1CCN(C(=O)NC2CCCCC2)CC1	17	-8	-1	-3	-4	3	8	-10
COCCCn1c(=O)cc(C)[nH]c1=S	-9	1	1	10	4	-5	-2	-1
O=C(Nc1ccc(Br)c(C(F)(F)F)c1)c1ccc(C(F)(F)F)cc1	-4	7	11	-11	-8	-1	-8	-15
COc1ccc(N2CC(C(=O)N3CCCC(C)C3)CC2=O)cc1 (centres undefined)	1	-4	-4	1	-2	2	0	3
Cc1ccc(C(=O)N/C(=C\c2ccco2)C(=O)NC2CCS(=O)(=O)C2)cc1 (centres undefined)	23	-4	-2	3	-9	-5	-6	-8
Nc1nc(NCc2ccco2)nc(NCCO)c1[N+](=O)[O-]	8	-3	3	-4	3	-7	-9	3
N#Cc1cn(N2CCCCC2)c(=O)[nH]c1=O	16	9	0	7	-4	2	-4	-12
O=C(O)c1cccc(NS(=O)(=O)c2ccc3c(c2)OCCCO3)c1	-1	8	-2	-5	5	-9	-7	-2
C/C(=N/NC(=O)c1cccs1)c1cccs1	-14	7	-3	-54	-1	-9	0	-4
Cc1cc(CNC(=O)c2cccc([N+](=O)[O-])c2)c2ccccc2n1	0	12	2	8	6	22	-10	-2
C#CCN1[C@@H]2CCN(C2)c2cc(Br)ccc2S1(=O)=O	.	8	.	16	.	.	4	-5
Cc1cc(NC(=O)CSc2ccnc(=O)[nH]2)no1	6	-12	-2	-4	2	-3	-5	-2

Source: PubChem BioAssay

Random draw from the library; any-hit rate near 3%.
